Assay outcomes: PubChem, several laboratories
PAFAH1B2 inh: blocks human PAF acetylhydrolase 1b catalytic subunit 2. 340,000 compounds, 1.2% hits. inhibition, % at 3.39 µM. P68402. recombinant PAFAH1B2, FP-rhodamine activity probe, fluorescence polarization;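 active = inhibition above the mean of all tested compounds plus 3 SD, cut at about 24% in these data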;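 also: 0% = enzyme with DMSO and 100% = wells lacking PAFAH1B2; many of its hits are not listed in these tables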
Fam108B counter: counter-screen for RBBP9 inhibitors: inhibitors of mouse Fam108B; recombinant Fam108B, FP-Rh probe fluorescence polarization; inhibition, % at 9.51 µM; 300,000 compounds, 0.33% hits; AID 1947;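 active = inhibition above the screen mean inhibition plus 3 SD, computed separately per campaign, cut at about 18% in these data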;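 also: inhibitors lower polarization as less probe binds the enzyme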
PME-1 primary: blocks human protein phosphatase methylesterase 1; recombinant PME-1, FP-Rh probe fluorescence polarization; inhibition, % at 5.9 µM; 320,000 compounds, 0.53% hits;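 active = inhibition above the campaign mean of all compounds plus 3 SD, cut at about 26% in these data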;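 also: competitive labeling of PME-1 active site by serine hydrolase directed probe; 0% = PME-1 with DMSO and 100% = wells lacking PME-1 enzyme; inhibitors block probe labeling so polarization falls and inhibition rises; many of its hits are not listed in these tables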
GLD-1 RNA inh: GLD-1-TGE RNA interaction inhibition (C. elegans); purified GLD-1 + fluorescein TGE RNA, fluorescence polarization; AID 2280; 320,000 compounds, 0.44% hits; inhibition, % at 5.96 µM; Q17339;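 active = percent inhibition above a per-plate cutoff, the plate mean of test compounds plus 3 SD, cut at about 30% in these data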;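 also: 0% = DMSO wells with GLD-1 and probe and 100% = wells lacking GLD-1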
BCLXL inh: blocks human Bcl-xL binding to Bim BH3 peptide; GST-Bcl-xL / FITC-Bim BH3 peptide fluorescence polarization; inhibition, % at 10.9 µM; 320,000 compounds, 0.7% hits; AID 2129;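 active = inhibition above the mean of all tested compounds plus 3 SD, cutoff set per campaign, cut at about 30% in these data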;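 also: 0% = DMSO wells and 100% = unlabeled Bim-BH3 peptide competitor; inhibitors lower millipolarization by displacing the labeled peptide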
MCL1 BIM primary: MCL1-BIM-BH3 interaction inhibition (human); GST-MCL1 / FITC-Bim-BH3 fluorescence polarization; inhibition, % at 10.9 µM; 320,000 compounds, 0.68% hits; AID 2057;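 active = inhibition above the mean inhibition of all tested compounds plus 3 SD, set per campaign, cut at about 40% in these data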;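 also: 0% = DMSO wells and 100% = unlabeled Bim-BH3 peptide control; higher means more loss of mP so more displacement of Bim peptide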
MEX-5 binding: C. elegans MEX-5 TCR-2 RNA binding activity; activity score (negative = inhibition of binding), % at 10 µM; MEX-5/FITC-TCR2 RNA binding, fluorescence polarization; hits give low values; AID 1832; 300,000 compounds, 0.38% hits; Q9XUB2;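 active = inhibition past about -25% in most replicates, and total fluorescence under double the plate's negative control median, limit read from the data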;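 also: 0% = DMSO and -100% = 5 µM competing unlabeled TCR2 RNA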
Target sequence (Q9XUB2 whole entry, looked up): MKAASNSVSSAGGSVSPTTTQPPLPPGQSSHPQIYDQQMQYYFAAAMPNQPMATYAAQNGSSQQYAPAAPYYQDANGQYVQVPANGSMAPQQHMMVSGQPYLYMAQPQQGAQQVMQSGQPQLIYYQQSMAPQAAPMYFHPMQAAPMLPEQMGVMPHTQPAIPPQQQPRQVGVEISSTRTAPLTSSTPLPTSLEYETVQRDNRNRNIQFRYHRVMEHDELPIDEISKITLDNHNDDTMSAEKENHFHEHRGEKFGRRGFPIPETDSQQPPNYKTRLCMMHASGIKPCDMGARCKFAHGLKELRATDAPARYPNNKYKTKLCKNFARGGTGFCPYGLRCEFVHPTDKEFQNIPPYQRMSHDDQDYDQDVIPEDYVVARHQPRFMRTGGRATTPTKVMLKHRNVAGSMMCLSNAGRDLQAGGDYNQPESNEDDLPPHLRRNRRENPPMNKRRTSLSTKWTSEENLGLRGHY
pPAFAH FP inh: pPAFAH (human) enzyme inhibition; Q13093; recombinant pPAFAH, FP-rhodamine probe fluorescence polarization; inhibition, % at 3.39 µM; 330,000 compounds, 1.5% hits;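 active = inhibition above the mean inhibition across the screen plus 3 SD, cut at about 25% in these data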;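 also: inhibitors block binding of the rhodamine activity-based probe so polarization drops; 0% = enzyme with DMSO and 100% = wells lacking pPAFAH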
Target sequence (Q13093 whole entry, looked up): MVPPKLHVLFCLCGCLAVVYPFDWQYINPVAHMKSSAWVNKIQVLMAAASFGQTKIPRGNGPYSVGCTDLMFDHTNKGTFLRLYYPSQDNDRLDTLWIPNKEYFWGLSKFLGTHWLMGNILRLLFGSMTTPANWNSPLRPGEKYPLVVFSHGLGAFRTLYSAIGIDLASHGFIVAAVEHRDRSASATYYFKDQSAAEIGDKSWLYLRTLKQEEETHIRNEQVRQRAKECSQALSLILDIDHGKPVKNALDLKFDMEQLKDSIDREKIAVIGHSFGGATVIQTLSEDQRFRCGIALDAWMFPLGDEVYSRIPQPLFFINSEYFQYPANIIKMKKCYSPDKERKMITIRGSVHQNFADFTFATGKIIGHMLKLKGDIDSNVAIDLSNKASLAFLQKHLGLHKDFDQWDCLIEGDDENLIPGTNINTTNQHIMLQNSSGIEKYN
AHR activator: human AHR activation; P35869; AHR-responsive luciferase reporter cells, luminescence; activation, % at 5 µM; 320,000 compounds, 2.5% hits; AID 2796; in the data active = activation above about 47%;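 also: 0% = vehicle wells and 100% = reference agonist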
Starred values were filed as active, the others as inactive; . = not tested or not shown.

SMILES	PAFAH1B2 inh	Fam108B counter	PME-1 primary	GLD-1 RNA inh	BCLXL inh	MCL1 BIM primary	MEX-5 binding	pPAFAH FP inh	AHR activator
O=C(NC12CC3CC(CC(C3)C1)C2)C12CC3CC(C1)CC(n1cnc(Cl)n1)(C3)C2	-3	3	-5	-3	0	0	-2.4	3	2
COc1ccc(CN2C(=NC(=O)C3CC3)SC3CS(=O)(=O)CC32)cc1 (stereo unspecified)	-2	-1	1	-2	4	3	-1.1	5	-1
O=C(C1CCCCC1)N(CCN1CCCC1)c1nc2ccccc2s1	4	5	-3	-5	0	10	1.2	2	7
Cc1ccc(Cl)cc1N1CCN(C(=O)C2CCC(=O)N(C3CCCCCC3)C2)CC1 (stereo unspecified)	-1	-7	2	-2	4	3	-1.8	0	1
Cc1c(C(=O)NCCN(C)C)oc2ccc(S(=O)(=O)N3CCC4(CC3)OCCO4)cc12	-4	2	-2	-4	3	9	-1.1	2	0
CCOC(=O)/C=c1\s/c(=C\c2ccc3c(c2)OCCO3)c(=O)n1CC(=O)NCC1CCCO1 (stereo unspecified)	-1	-19	-5	-13	-4	-17	-14	-8	2
CCOC(=O)N1CCN(Cc2nc3c(c(=O)n(C)c(=O)n3C)n2Cc2ccc(F)cc2)CC1	2	-3	-4	6	-1	-1	0.7	4	-1
O=C(c1ccco1)N1CCN(C(=O)c2ccc(-c3ccc(Cl)cc3)o2)CC1	1	.	5	3	0	-3	.	5	16
O=C(COc1ccc(Cl)cc1)NCCS(=O)(=O)N1CCN(c2ccc(F)cc2)CC1	29*	4	4	6	6	-4	0.2	10	0
CC(C)(O)C(=O)N=Nc1c(O)[nH]c2ccccc12	3	0	-3	4	-1	-2	-4.2	-2	7
Cc1cccc(OCc2nnc(SCC(=O)c3cccs3)n2C)c1C	-2	-1	2	3	-13	-10	-0.8	8	2
OCCC1CN(Cc2nc3c(s2)CCCC3)CCN1Cc1ccsc1 (stereo unspecified)	2	1	0	3	7	6	-0.5	4	1
CC(=O)c1c(C)[nH]c(C(=O)CSc2nnc(-c3ccccc3)n2Cc2ccc3c(c2)OCO3)c1C	2	0	1	-4	-6	-14	-1.6	4	0
CC(=O)c1ccc(Nc2cc(C)nc3c(C)cc(C)cc23)cc1	4	1	-1	-8	-8	-5	-5.3	4	20
COc1ccc(C(=O)/C=C/c2ccc(N(C)C)cc2)c(OC)c1	-5	-1	-5	-85	-45	-86	9.4	7	15
CC(C)(C)NC(=O)CCC1COc2ccccc2O1 (stereo unspecified)	2	4	5	2	3	-1	-0.6	4	-1
Cc1cc(S(=O)(=O)N2CCOCC2)ccc1OCC(=O)NCCCn1ccnc1	2	-3	3	-3	1	0	-0.2	2	-2
O=C(CCc1c[nH]c2ccccc12)NCc1ccco1	8	1	-4	6	8	8	-0.6	-7	2
N#Cc1c(Cn2cncn2)nc(=O)n(-c2ccc(Cl)cc2)c1N	3	-2	-3	13	3	1	-17	-4	2
CCOC(=O)Nc1ccc2c(c1)N(C(=O)CNC)c1ccccc1CC2	0	5	-4	1	5	7	-0.3	0	0
COc1cc(/C=N/O)cc(Br)c1OCc1ccc(Cl)cc1	3	-9	-16	0	5	0	0.6	-1	32
Cc1cccc(NC2=NC3(CCCCC3)N=C(N)N2)c1C	-2	-5	6	-4	-2	-1	0.6	3	7
O=C(CN1CCCc2ccccc21)N/N=C/c1ccccc1O	5	3	11	2	9	22	0.9	8	47*
Cc1cc(NC(=O)CCC(=O)N(CCC(C)C)C(C(=O)NC2CCCC2)c2ccccc2C)no1 (stereo unspecified)	5	-1	2	-4	0	-5	-2.3	0	1
COC(=O)C1C(O)=C(C(C)=Nc2cccc3ccccc23)C(=O)CC1(C)C (stereo unspecified)	7	-2	0	5	2	0	2.3	6	18
CCN(CC)CC(=O)NCC1(c2ccccc2)CCOCC1	9	1	-2	5	0	-2	-1.5	-1	1
C(=N\Nc1nc(N2CCCCC2)nc(N2CCCCC2)n1)/c1c[nH]c2ccccc12	2	5	7	7	2	4	-0.3	10	14
CC[n+]1c(/C=C/Nc2ccccc2)oc2ccccc21	5	-1	-5	-92	-28	-51	6.6	5	109*
COc1ccc(C2CC(c3ccccc3)=NN2C(=O)c2ccc(F)cc2)cc1 (stereo unspecified)	3	-2	1	-12	5	9	1.6	5	2
CC1CCCC(NC(=O)CN2C(=O)NC(C)(c3cc(F)ccc3F)C2=O)C1C (stereo unspecified)	11	.	.	1	.	.	.	8	0
COc1cccc(C(C(=O)NC2CCCCC2)N(C(=O)c2cccs2)c2ccc3c(c2)OCO3)c1 (stereo unspecified)	0	2	2	-9	1	-3	-1.0	4	-2
COC(=O)Nc1ccc(S(=O)(=O)Nc2cccc3ccccc23)cc1	3	-4	-5	6	10	24	-1.6	8	3
Cc1[nH]c2ccccc2c1C(=O)C(=O)NCc1cccs1	4	-1	-1	-2	3	-1	-2.2	4	-7
CC1(C)CC[C@]2(C(=O)O)CC[C@]3(CO)C(=CCC4[C@@]5(C)C[C@H](O)[C@H](O)[C@@](C)(C(=O)O)C5CC[C@]43C)[C@@H]2C1 (stereo partly specified)	-3	.	.	-1	.	.	.	-2	-1
Cc1nc(NC(=O)c2ccccc2)sc1C	-3	2	-1	4	-3	5	0.9	-1	4
Cc1ccc(N(C(C)C(=O)O)S(=O)(=O)c2cccnc2)cc1 (stereo unspecified)	0	0	5	2	-6	-2	2.1	0	1
COc1ccc(Br)cc1/C=N/Nc1ccc(Cl)c(C(=O)O)c1	2	7	2	6	11	2	-2.9	6	4
N/C(=N\OC(=O)C(c1ccccc1)c1ccccc1)c1cccnc1	5	-3	-1	5	3	0	3.8	9	-1
O=C(O)c1cnc(-c2ccccc2)nc1Sc1ccc(Cl)cc1Cl	-5	-9	-5	-4	-1	2	-1.6	-2	0
CCOC(=O)C1CC(C)=C(C)CC1C(=O)O (stereo unspecified)	-2	-2	-2	-1	-1	-8	2.2	1	0
CSC(=Nc1ccccc1)Nc1ccccc1	16	3	-2	3	2	0	2.6	1	-2
Cc1csc(=O)n1CC(=O)OCC(=O)Nc1ccccc1C(C)C	4	.	-9	-2	4	0	.	-6	9
CCCNC(=S)Nc1ccc2nc(-c3ccccn3)c(-c3ccccn3)nc2c1	0	4	-1	13	16	22	-7.1	5	-1
NC(=O)Cc1ccc(C(=O)c2ccc(Cl)cc2Cl)s1	5	0	-4	-4	-8	-16	0.4	13	0
CCCCNC(=S)Nc1ccc2cn[nH]c2c1	-2	3	7	-7	1	5	-3.3	3	-3
Cc1cccc(-c2nsc(SCC(=O)Nc3nccs3)n2)c1	0	0	-3	5	0	-1	-2.1	-7	14
O=C(NC1CCCC1)C(c1cccs1)N(C(=O)c1ccno1)c1ccccc1 (stereo unspecified)	5	2	-2	-4	3	2	-0.1	2	0
CC1(C)CC(=O)C(C=NCCCO)=C(O)C1	2	2	2	4	2	3	-1.6	6	0
CC(C)(C)OC(=O)C1C(=O)CC(C)(O)C(C(=O)OC(C)(C)C)C1c1cccnc1 (stereo unspecified)	-2	2	-1	11	0	1	-0.8	1	-3
CC(CCc1ccccc1)C(=O)NO (stereo unspecified)	6	-1	1	-1	-2	0	-1.3	8	0
Cc1ccc(C(OC(=O)c2ccco2)C(=O)NC(C)(C)C)cc1 (stereo unspecified)	3	-5	-3	1	1	-2	-0.6	-1	-1
O=C(NCc1ccc2c(c1)OCO2)C1CCN(S(=O)(=O)c2ccc(Br)s2)CC1	11	0	22	1	2	6	-0.4	0	3
CCOC(=O)Cc1csc(NC(=O)c2cc(C)cc(C)c2)n1	-1	0	0	4	10	11	1.9	-3	3
COC(=O)C1=C(C)N(CCCC(=O)O)C(=O)NC1c1ccc(C#N)cc1 (stereo unspecified)	1	2	6	8	4	0	0.6	2	-1
CCOC(=O)c1c(C2CC2)csc1NC(=O)COC(=O)CCS(=O)(=O)c1ccc(C)cc1	2	-4	1	0	2	1	3.7	10	4
COc1ccc(OC)c(N=c2oc3cc(O)ccc3cc2C(N)=O)c1	2	5	10	9	12	0	-8.3	23	4
CN(C1=C(N2CCCCC2)C(=O)c2ccccc2C1=O)c1ccccc1	7	9	8	-18	2	9	1.5	3	19
O=C(CCN1C(=O)/C(=C/C=C/c2ccccc2)SC1=S)Nc1cccnc1	-9	-3	-2	-3	1	-6	-1.6	3	-2
COc1ccc(S(=O)(=O)c2ccccc2)cc1NC(=O)c1c(F)cccc1F	3	-7	3	3	-2	-6	-0.3	5	0
Cc1ccc(NC(=O)COc2ccccc2C(N)=O)cc1S(=O)(=O)N1CCCCCC1	3	.	-6	4	-6	-10	.	-4	1

Some entries already given, reduced to AHR activator and PME-1 primary:
SMILES,AHR activator,PME-1 primary
O=C(COc1ccc(Cl)cc1)NCCS(=O)(=O)N1CCN(c2ccc(F)cc2)CC1,0,4
CC(C)(O)C(=O)N=Nc1c(O)[nH]c2ccccc12,7,-3

More structures:
SMILES	PAFAH1B2 inh	Fam108B counter	PME-1 primary	GLD-1 RNA inh	BCLXL inh	MCL1 BIM primary	MEX-5 binding	pPAFAH FP inh	AHR activator
CC(=O)c1cn(CC(=O)Nc2cccc(C)c2C)c2ccccc12	-2	-1	6	-6	-8	-3	0.7	5	4
O=C(c1ccc(Br)o1)N1CCN(C23CC4CC(CC(C4)C2)C3)CC1	-1	0	8	-2	6	-1	0.1	12	0
CCc1c(C)sc(NC(=O)C2CC(c3c(F)cccc3Cl)=NO2)c1C#N (stereo unspecified)	-3	-7	6	4	6	7	-0.4	2	-2
CN(C)C(=S)Nc1ccc(Cl)cc1	8	1	6	7	5	4	-0.6	0	-3
COc1cc(/C=C/C(=O)OC2CC3CCC2(C)C3(C)C)ccc1O (stereo unspecified)	8	3	4	14	3	3	1.5	3	0
Cc1ccccc1N=C/C=C1/C=C(c2ccccc2)OC(C)(C)O1	0	4	0	-10	0	-5	2.2	-2	14
O=C(CSc1nc2ccccc2c(=O)n1-c1cccc(C(F)(F)F)c1)NC1CC1	2	1	-5	4	8	7	-2.1	0	2
CCC(=O)NC(Nc1sc2c(c1C(=O)OC)CCN(C)C2)(C(F)(F)F)C(F)(F)F	9	-4	0	4	2	4	-2.7	3	0
O=C(Nc1cccc(Cl)c1)Nc1ccon1	-3	1	-1	8	2	-2	-0.8	-4	19
CCNC(=O)C(=O)NCC1OCCCN1S(=O)(=O)c1cccs1 (stereo unspecified)	6	3	-4	7	8	8	-1.7	1	0
CN(C)c1ccc(/C=N/OC(=O)Nc2ccccc2Cl)cc1	4	-2	-4	-6	6	-3	0.8	1	2
FC(F)(F)c1cnc(-c2cnc(-c3ccccn3)nc2)c(Cl)c1	4	3	2	9	4	9	-0.3	3	-13
Cc1cc(Nc2cc(C)on2)n2ncnc2n1	-1	1	3	10	7	0	-1.9	-2	11
Fc1ccc(Nc2nnc(C(F)(F)F)s2)cc1	4	4	3	3	-3	-2	0.2	2	-4
COc1ccc(CCN(C)C(=O)C2CCCN(C3CCN(Cc4ccccc4)CC3)C2)cc1OC (stereo unspecified)	4	-3	6	7	3	5	0.6	5	2
COc1cc(OC)c2ccc(=O)oc2c1C(CCN1CCCC(C)C1)c1ccc2c(c1)OCO2 (stereo unspecified)	-3	2	-1	2	2	7	1.7	4	8

Only part of the results is shown; count on the stated rates, not on these rows.
